CHO parental Ca: signal in parental CHO cells, OX1R antagonist counter-screen. parental CHO-K1, ATP-induced calcium, Fluo-8 fluorescence. 0.63% of 330,000 active. AID 463079. inhibition, % at 5.6 µM;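 active means inhibition above that plate's mean sample inhibition plus 3 SD, cut at about 26% in these data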;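 further: 0% = ATP-challenged DMSO wells and 100% = DMSO wells without ATP; some compounds past the cut are filed as inactive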
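Assay system: parental CHO cells; Read-out basis: percent inhibition of ATP-evoked calcium rise, normalized to controls; Benchmarks: ATP and no-ATP DMSO wells; Compound dosing: single nominal dose of 5.6 µM per compound; Signal: Fluo-8 calcium dye fluorescence; Also added: ATP as calcium-mobilizing challenge; Repeats: singlicate.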
OXTR potentiator: potentiates the human oxytocin receptor response; CHO-OTR cells, Fluo-8 calcium fluorescence, potentiator mode; 0% = oxytocin EC15, 100% = EC100; P30559; activation, % at 3 µM; 0.061% of 320,000 active;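 active means activation above that plate's cutoff, the mean activation of tested compounds plus 3 SD, cut at about 6.6% in these data, passing the limit was not always enough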;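 further: 100% uses oxytocin at 75 nM as the full agonist control; some results filed as inactive read as strong as hits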
Target sequence (P30559 whole entry, looked up): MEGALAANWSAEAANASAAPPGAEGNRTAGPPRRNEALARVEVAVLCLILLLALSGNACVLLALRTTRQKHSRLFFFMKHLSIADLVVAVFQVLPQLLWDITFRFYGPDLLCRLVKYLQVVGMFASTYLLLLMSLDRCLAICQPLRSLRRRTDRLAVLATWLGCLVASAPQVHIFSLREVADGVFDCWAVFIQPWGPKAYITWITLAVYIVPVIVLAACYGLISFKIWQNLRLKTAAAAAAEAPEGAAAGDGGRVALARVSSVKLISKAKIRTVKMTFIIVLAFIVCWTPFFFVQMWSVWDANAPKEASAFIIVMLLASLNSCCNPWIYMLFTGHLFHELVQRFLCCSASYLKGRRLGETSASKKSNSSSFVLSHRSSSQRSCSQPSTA
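Measured by – Fluo-8 calcium dye fluorescence · Test system – human OTR in CHO cells · Dosing – one concentration, 3.0 µM compound · Controls – EC15 oxytocin alone as 0%, 75 nM oxytocin as 100% · Evaluation – normalized max/min fluorescence ratio, % activation · Timing – 6 min pre-incubation, 100 s read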
TAAR1 antagonist: human TAAR1 antagonism; 1.5% of 360,000 active; inhibition, % at 3 µM; CHO RD-HGA16 TAAR1, Fluo-8 calcium fluorescence, antagonist; Q96RJ0;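 active means inhibition above a per-plate cutoff, the mean inhibition of test compounds on that plate plus 3 SD, cut at about 49% in these data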;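 further: 0% = DMSO plus EC80 beta-PEA response and 100% = DMSO alone without agonist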
Target sequence (Q96RJ0 whole entry, looked up): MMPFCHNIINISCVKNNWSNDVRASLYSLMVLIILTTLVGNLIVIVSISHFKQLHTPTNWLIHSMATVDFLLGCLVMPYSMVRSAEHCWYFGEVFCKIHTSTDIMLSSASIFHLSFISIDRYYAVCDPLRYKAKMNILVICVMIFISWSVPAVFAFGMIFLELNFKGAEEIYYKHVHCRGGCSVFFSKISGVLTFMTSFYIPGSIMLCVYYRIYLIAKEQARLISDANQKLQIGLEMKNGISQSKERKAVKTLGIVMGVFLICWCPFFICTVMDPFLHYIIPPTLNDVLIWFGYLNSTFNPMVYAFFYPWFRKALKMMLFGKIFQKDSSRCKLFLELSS
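Assay system: CHO-derived RD-HGA16 cells stably expressing human TAAR1 plus Gα16. Timing: 140 s kinetic read after compound, 140 s after agonist. Technique: kinetic Fluo-8 calcium fluorescence measurement. Measure: % inhibition of agonist calcium response.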
V1aR counter: V1a receptor agonism, counter-screen for OXTR agonists; P37288; CHO-V1R cells, Fluo-8 calcium fluorescence, agonist mode; 0% DMSO, 100% 3 nM vasopressin; activation, % at 3 µM; 0.25% of 320,000 active; AID 2797;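 active means activation above the mean activation of all tested compounds plus 3 SD, per screening run, cut at about 20% in these data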;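 further: signal is peak over basal fluorescence ratio across a 100 second FLIPR read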
CHO-K1 Ca antag: nonselective inhibitor or artifact in parental CHO-K1 cells. ATP-induced calcium, Fluo-8 fluorescence. inhibition, % at 3 µM. 0.6% of 360,000 active;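 active means inhibition above a per-plate cutoff, the plate's mean sample inhibition plus 3 SD, cut at about 24% in these data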;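 further: 0% = DMSO plus EC80 ATP and 100% = DMSO alone without ATP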
OXTR agonist: agonists of human oxytocin receptor; P30559; CHO-OTR cells, Fluo-8 calcium fluorescence; normalized: DMSO 0%, oxytocin 100%; activation, % at 3 µM; 0.32% of 320,000 active;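 active means activation above the mean of all tested compounds plus 3 SD, cutoff set per screening run, cut at about 20% in these data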;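 further: peak over basal fluorescence ratio from a 100 s FLIPR kinetic read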
M1 ag parental: M1 agonist counterscreen hit in parental CHO-K1 cells. Fluo-8 calcium fluorescence; scaled to maximal ATP response, vehicle zero. activation, % at 3 µM. 0.48% of 360,000 active. AID 602248; in the data active means activation above about 15%;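 further: untransfected CHO-K1 host cells lacking M1 receptor as counterscreen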
GPR7 antagonist: human neuropeptides B/W receptor 1 antagonism | P48145 | GPR7-expressing cells, fluorescence antagonist assay | inhibition, % at 4.4 µM | 1.1% of 290,000 active | AID 1861; in the data active means inhibition above about 16%, passing the limit was not always enough;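 further: cells stimulated with the agonist NPW; 0% = agonist with vehicle and 100% = vehicle without agonist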
Target sequence (P48145 whole entry, looked up): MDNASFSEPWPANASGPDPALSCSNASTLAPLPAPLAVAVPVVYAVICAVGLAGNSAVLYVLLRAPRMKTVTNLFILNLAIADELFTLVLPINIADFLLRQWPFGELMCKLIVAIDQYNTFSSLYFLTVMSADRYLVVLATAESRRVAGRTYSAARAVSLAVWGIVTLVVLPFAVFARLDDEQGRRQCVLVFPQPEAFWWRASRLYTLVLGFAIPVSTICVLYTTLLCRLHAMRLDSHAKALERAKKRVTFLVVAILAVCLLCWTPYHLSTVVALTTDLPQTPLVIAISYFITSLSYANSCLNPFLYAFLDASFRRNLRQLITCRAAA
CHO-K1 Ca PAM: M1 PAM counterscreen hit in parental CHO-K1 cells; ATP EC20, Fluo-8 calcium fluorescence; 0% at ATP EC20, 100% at ATP max; activation, % at 3 µM; 0.02% of 360,000 active; AID 602247;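 active means activation above the run cutoff, the mean activation of all test compounds plus 3 SD, cut at about 40% in these data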;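 further: peak over basal fluorescence ratio in a 140 s read after ATP addition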
The depositor's hits bear a star; / = no result given.

SMILES	CHO parental Ca	OXTR potentiator	TAAR1 antagonist	V1aR counter	CHO-K1 Ca antag	OXTR agonist	M1 ag parental	GPR7 antagonist	CHO-K1 Ca PAM
COc1ccc(S(=O)(=O)N2CCN(S(=O)(=O)c3ccc4c(c3)OCCO4)CC2)cc1	2	-4	7	-0.6	-9	-1.1	-0.1	8	13
O=C(OCC(=O)N1CCC(Cc2ccccc2)CC1)c1ccccc1NCCO	-3	-12	5	1.3	1	0.0	0.6	/	21
Cc1ccc2nc(N(CCN(C)C)C(=O)c3ccc4c(c3)OCCO4)sc2c1	-10	-10	-8	0.1	-1	0.1	3.5	-12	10
Cc1ccc(S(=O)(=O)N(C)C)cc1NC(=O)C(C)OC(=O)c1ccc2c(c1)OCCO2 (stereo unspecified)	-12	-5	-27	-0.9	-12	-1.1	-0.3	-19	9
N#Cc1c(NC(=O)c2cccc(S(=O)(=O)Nc3ccc(C(=O)O)cc3)c2)sc2c1CCCC2	-7	-3	10	1.4	-9	0.8	0.2	-4	-10
COc1ccc(S(=O)(=O)N2CCC(C(=O)NC3CCCC3)CC2)cc1OC	/	/	-26	/	-19	/	2.5	-3	12
CC1C(c2ccccc2)C(C#N)(C#N)C2(C#N)C(=O)NC1(N)C2C (stereo unspecified)	-3	-13	6	-0.9	-11	-0.7	0.2	-7	20
O=C(NCCSCc1ccco1)Nc1ccccc1	-18	1	-5	-0.9	-17	1.9	1.1	-11	20
Nc1nc(SCc2ccccc2)c2ncn(C3CCCO3)c2n1 (stereo unspecified)	/	/	6	/	-9	/	0.3	/	16
COC(=O)c1sc(S(=O)(=O)N2CCN(c3ccccc3)CC2)c(C(=O)OC)c1C	-12	-7	4	-1.1	-14	7.1	0.8	-1	23
CC(=O)Nc1ccc(C(=O)N2CCCC2)cc1	-1	4	0	0.9	10	0.1	0.1	-3	4
CCOc1ccc(C(C(=O)NCC2CCCO2)N(Cc2cccnc2)C(=O)c2snc(C(N)=O)c2N)cc1 (stereo unspecified)	/	/	-23	/	-9	/	1.7	-11	-13
Cn1c(Cl)cnc1C(O)c1ccccc1 (stereo unspecified)	-4	-2	-8	0.5	-22	0.1	-0.2	-6	28
Cc1ccccc1Nc1ncnc2c1cnn2Cc1ccccc1	2	-7	-9	-0.6	-7	-2.2	2.0	6	7
CCCCCC1CC(CC/C(C)=N/NC(N)=O)C(=O)O1 (stereo unspecified)	-15	-5	3	-1.7	1	-1.3	-0.3	-14	-6
Cc1nnc(SCC(=O)Nc2ncc(Cc3ccc(F)cc3)s2)n1N	4	-7	-15	-0.8	5	-0.2	-0.1	-8	-8
COc1cc2cc(CCCOC(=O)c3ccc(F)cc3)oc(=O)c2cc1OC	-16	-5	16	-0.6	-12	-0.6	2.7	/	8
CCCCCC(=O)N/N=C/c1cccs1	-9	-3	-7	-0.9	-6	-0.4	0.4	-3	14
CCS(=O)(=O)N1N=C(c2cccc(NS(C)(=O)=O)c2)CC1c1ccc(C)cc1 (stereo unspecified)	1	-2	0	2.4	4	0.1	1.7	-8	8
COc1ccccc1NC(=O)C1CCN(S(=O)(=O)c2cccs2)CC1	-15	-5	3	2.6	-7	0.4	0.7	/	5

Grouped by structure, the compounds so far with a cyano group.
SMILES	CHO parental Ca	OXTR potentiator	TAAR1 antagonist	V1aR counter	CHO-K1 Ca antag	OXTR agonist	M1 ag parental	GPR7 antagonist	CHO-K1 Ca PAM
N#Cc1c(NC(=O)c2cccc(S(=O)(=O)Nc3ccc(C(=O)O)cc3)c2)sc2c1CCCC2	-7	-3	10	1.4	-9	0.8	0.2	-4	-10
CC1C(c2ccccc2)C(C#N)(C#N)C2(C#N)C(=O)NC1(N)C2C (stereo unspecified)	-3	-13	6	-0.9	-11	-0.7	0.2	-7	20

Next results:
SMILES	CHO parental Ca	OXTR potentiator	TAAR1 antagonist	V1aR counter	CHO-K1 Ca antag	OXTR agonist	M1 ag parental	GPR7 antagonist	CHO-K1 Ca PAM
O=C(/C=C1\C(=O)Nc2ccccc21)/C=C1\C(=O)Nc2ccccc21	/	/	60*	/	-3	/	1.0	-12	-8
CCCCOc1ccc(S(=O)(=O)NC(=O)C2(C)CCN2C(=O)c2c(C)noc2C)cc1 (stereo unspecified)	/	/	10	/	-6	/	-0.3	/	4
Cc1cc(C(=O)N2CCN(C(=O)c3ccco3)CC2)ccc1[N+](=O)[O-]	-5	-18	1	2.9	-27	1.4	1.5	8	22
O=C(O)c1cnn2c(C(F)F)cc(C3CC3)nc12	-9	-2	-14	0.1	-12	-0.2	0.1	13	-5
CC(C)C[C@H]1CN(CCCC[C@@H]2CNC(=O)C(=O)N2CC2CCCCC2)C(=O)C(=O)N1CCc1ccccc1	/	/	-19	/	-22	/	1.1	/	13
Cc1ccc(F)cc1NC(=O)COC(=O)c1ccc2ncsc2c1	-6	-5	-8	-0.3	1	-0.2	1.5	/	5
Cc1ccc(NS(=O)(=O)c2ccc(C(=O)Nc3nncs3)cc2)cc1	1	-10	10	5.7	-4	1.5	4.4	/	0
COc1ccccc1OCCSc1nc(C)c(Cc2ccccc2)c(=O)[nH]1	-19	-4	/	-0.3	/	0.1	/	6	/
COc1ccc(NS(=O)(=O)c2cccc(C(=O)OCC(=O)Nc3cc(C)on3)c2)cc1	-16	-22	-1	11	2	4.5	0.8	10	0
COc1ccc(S(=O)(=O)Nc2cccc3ccc(O)cc23)cc1	-28	-12	-12	6.0	13	6.4	4.5	/	-21
Cc1nc2ccc(N)cc2s1	-5	-3	-1	0.4	-11	1.9	0.9	-3	15
Nc1ccc(N2CCOCC2)c2nonc12	-1	5	-5	0.6	-16	1.3	0.6	-8	16
CCN(CC1COc2ccccc2O1)C(=S)NCCCN(C)C (stereo unspecified)	0	-20	8	3.4	-21	2.1	1.0	-6	11
O=C(Oc1ccc(C(=S)N2CCC(O)CC2)cc1)c1ccc(Cl)cc1	-1	-14	-3	5.2	22	3.8	3.2	26*	-12
COc1ccccc1S(=O)(=O)Cc1ccc(C(=O)NCCCN2CCN(c3ccc(F)cc3)CC2)o1	-43	-6	-22	4.0	-8	2.4	3.3	-18	12
COc1ccc(OC)c(NC(=O)c2ccc(CN3CCc4ccccc4C3)cc2)c1	-16	-18	-5	-1.5	-20	-2.5	0.1	-6	20
CCCC(=O)N1CCc2[nH]c3ccccc3c2C1	-4	-3	20	0.0	-4	-1.0	0.4	1	17
CNC(=S)Nc1cccc(S(=O)(=O)NC2=NCCC2)c1	-3	4	-32	0.5	-16	1.6	1.4	1	12
CC1C(=O)Nc2ccc(S(=O)(=O)NCCc3ccc(Cl)cc3)cc2NC1=O (stereo unspecified)	-4	0	-1	-1.2	-8	0.3	0.0	-1	14
Cc1cc(C)nc(N(C#N)CC(=O)Nc2ccccc2)n1	-8	-1	6	0.1	-12	-0.1	0.6	-1	17
O=P1(NC2CCCCC2)OCC2(CO1)COP(=O)(NC1CCCCC1)OC2 (stereo unspecified)	/	/	-19	/	-19	/	0.3	/	14
COc1cc(Cl)c(C)cc1NC(=O)c1ccccc1-n1cnnn1	-23	-5	6	1.8	-13	1.2	0.7	/	9
Cc1coc(C)c1C(=O)CC1(O)C(=O)N(Cc2ccccc2)c2ccccc21 (stereo unspecified)	-17	-10	-18	-0.5	-11	0.2	0.4	-11	0
CC1(C)SC(=S)N(Cc2ccc3c(c2)OCO3)C1N(O)C(=O)NC1CCCCC1 (stereo unspecified)	-15	-14	-3	3.4	0	0.7	1.4	9	12
COC(=O)c1ccc(CSc2ccc3nnc(-c4ccccc4)n3n2)o1	-11	-8	/	0.7	9	-0.6	2.8	-7	3
Cc1ccc2c(c1)N(Cc1ccc3c(c1)OCO3)C(=O)C(C)O2 (stereo unspecified)	-14	-3	-8	-1.3	-15	-2.4	-0.2	-4	12
COCCSc1nnc(NC(=O)c2ccc3c(c2)OCO3)s1	-10	-5	16	1.3	-14	0.3	1.0	-1	20
Cc1cnn(-c2cc(Oc3ccccc3)ncn2)c1	2	-11	-17	1.9	25*	-2.3	-0.4	-6	-8
O=[N+]([O-])c1ccccc1SNc1ccc(Br)cn1	-16	-10	-9	-1.4	0	-2.4	-0.2	-7	21
Cc1cc(-c2cc(C(=O)Nc3ccccc3)on2)nc(NC2CCCC2)n1	-11	-6	/	-0.8	/	-2.3	/	/	/
O=C(COc1ccccc1Cl)NCc1ccncc1	-17	-9	-11	-0.5	-14	-0.4	0.5	-14	12
Cc1ccc(NS(=O)(=O)c2ccc(-n3cccn3)cc2)cc1F	4	-12	-5	4.4	-7	3.7	5.2	-13	4
Cc1cc(=O)[nH]c(SCCOc2cccc(C(F)(F)F)c2)n1	-2	-9	-11	1.4	-5	-0.2	1.4	6	16
C=CCn1c(SCc2csc(-c3ccc(C)cc3)n2)nnc1-c1ccccc1OC	-14	1	1	0.6	1	-1.7	0.1	10	8
COc1ccc(C(=O)NC2CC2)cc1OC1CCN(Cc2ccc(F)c(F)c2)CC1	-7	-2	-6	0.3	-5	-0.4	-0.3	-18	20
O=C(CCN1C(=O)/C(=C/c2ccccc2Cl)SC1=S)N1CCCC1	-33	-5	-39	1.3	-7	-1.0	1.2	-5	10
Cc1ccc(N2CCN(C(=O)NC3CCCCC3)CC2)c(C)c1	-14	-16	2	8.4	-6	1.5	2.8	9	-6
COc1ccccc1N1C(=O)c2ccc(C(=O)Nc3ccccc3O)cc2C1=O	0	-13	7	9.5	2	7.1	14	-5	10
O=C(COc1cccnc1[N+](=O)[O-])N1N=C(c2ccc(Cl)cc2)CC1c1ccco1 (stereo unspecified)	-28	0	-1	-0.9	-3	0.3	1.0	-8	3
COc1ccc(C2C(C)C3(O)CC(C#N)(C(=O)N3)C2(C#N)C#N)cc1 (stereo unspecified)	-1	-6	14	0.3	-1	0.1	0.4	-9	-14
O=C(CN1CCN(Cc2ccccc2)CC1)NNC(=O)c1ccc(Cl)cc1	-3	-4	-20	-1.4	-1	0.0	0.8	/	-2
CCCCn1c(N)c(N(CCOC)C(=O)COC(=O)CSc2cc(C)c3ccccc3n2)c(=O)[nH]c1=O	-22	5	-28	1.4	19	-1.6	-0.5	/	-26
Cc1ccc2nc(COC(=O)c3cnccn3)cc(=O)n2c1	-6	-2	-1	1.7	-3	2.6	-0.1	/	2
CCCCn1nnc(NC(=O)CCC)n1	-12	0	-4	0.6	0	-0.1	0.4	-4	15
Cc1cc(=O)n(C)c(=O)n1CC(=O)N1CCCCCC1	-12	0	-7	0.4	-6	1.2	0.6	10	12
Cc1ccc(CN2CC(C(=O)Nc3nc(C)cs3)CC2=O)cc1 (stereo unspecified)	/	/	-26	/	-11	/	1.8	/	-1

Screens deposited in PubChem by The Scripps Research Institute Molecular Screening Center.
